# aGlu spleen mod: inhibits or activates alpha-glucosidase in human spleen homogenate; P10253; human spleen homogenate, 4-MU-alpha-glucoside fluorescence; Potency, µM (titrated, usually from 79.9 µM), inactives show at the highest dose activity change, negative = inhibition, hits mostly inhibitors; 0.006% of 240,000 active; AID 2112;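 also: 0% = enzyme with vehicle and -100% = no enzyme basal signal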
#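 AC50 values come from Hill-equation fits of concentration-response data, normalized to no-enzyme and full-activity controls. Enzyme source: 1 ug human spleen homogenate; 1 mM fluorogenic 4-MU glucoside, pH 5.0 citrate buffer, 37 C, 40 min.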
# TR SRC2 fluor cs: counter-screen for TRb-SRC2 inhibitors: fluorescence interference | 0.29% of 280,000 active | TRb/SRC2 Texas Red total fluorescence interference | Potency, µM (titrated, usually from 106 µM), for inactives: at the highest dose fluorescence change, negative = quenching | AID 1479; active = well fitted curve in either direction with a large enough effect; inconclusive = small, poorly fitted or top-dose-only effect
#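 Human TRb ligand-binding domain at 0.6 uM with 20 nM Texas Red SRC2 peptide in Tris buffer containing 1 uM T3 and 5% DMSO, incubated with compound 5 h at ambient temperature. Total fluorescence (555/632 nm) calculated as parallel + 2 × perpendicular.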
# GAA glycogen mod: inhibitors or activators of human alpha-glucosidase glycogen cleavage | P10253 | recombinant GAA, glycogen substrate, Amplex Red glucose oxidase fluorescence | Potency, µM (highest dose often 76.4 µM), for inactives: top-dose activity change, negative = inhibition, actives largely listed as inhibitors | 0.38% of 300,000 active | AID 2100;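 also: 0% = full enzyme reaction and -100% = no-enzyme basal signal; the screen sought inhibitors and activators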
#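 Recombinant human alpha-glucosidase (4 nM final) hydrolysed bovine liver glycogen (30 ug) for 40 min at 37 C in pH 5.0 citrate/phosphate with 0.01% Tween-20. Released glucose detected by glucose oxidase/Amplex Red, Ex 573/Em 610 nm. Compounds up to 77 uM; AC50 from Hill fits.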
# TRb SRC2 PPI: inhibitors of human thyroid hormone receptor beta-SRC2 interaction. P10828. TRbeta-SRC2 peptide binding, fluorescence polarization; receptor liganded with 1 µM T3. Potency, µM (highest dose often 106 µM), for the others: top-dose activity change, negative = inhibition, most hits filed as inhibitors. 0.065% of 280,000 active. AID 1469;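 also: plate controls were bound peptide for no effect and peptide without receptor for full effect; nearly all actives have a fitted effect of over 50% in size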
#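 Polarization signal, normalized between peptide-alone and full complex controls, measured compound effects on T3-liganded human TRb LBD (0.6 uM) binding 20 nM Texas Red SRC2 peptide after 5 hr.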
# RGS12 GoLoco inh: inhibitors of human Gai1-RGS12 GoLoco interaction (red fluorophore); P63096; Potency, µM (highest dose often 61.6 µM), inactives show at the top dose activity, negative = inhibition, actives largely listed as inhibitors; Gai1:RGS12 GoLoco peptide FP, rhodamine, 10 min; 0.44% of 230,000 active; active = well fitted inhibition curve with a large enough effect, not every such curve was filed as active; inactive = no such curve, though single readings can be large or run the other way; also: nearly all actives have a fitted effect of over 30% in size; many of its hits are not listed in these tables
# L3MBTL1 inh: inhibitors of human L3MBTL1 | AlphaScreen L3MBTL1–H3K9me1 peptide binding | AID 485360 | 0.66% of 230,000 active | Potency, µM (titrated, usually from 57.1 µM), without a hit: at the highest dose activity, negative = inhibition, most hits filed as inhibitors | Q9Y468; also: nearly all actives have a fitted effect of over 60% in size
# Target sequence (Q9Y468 whole entry, looked up): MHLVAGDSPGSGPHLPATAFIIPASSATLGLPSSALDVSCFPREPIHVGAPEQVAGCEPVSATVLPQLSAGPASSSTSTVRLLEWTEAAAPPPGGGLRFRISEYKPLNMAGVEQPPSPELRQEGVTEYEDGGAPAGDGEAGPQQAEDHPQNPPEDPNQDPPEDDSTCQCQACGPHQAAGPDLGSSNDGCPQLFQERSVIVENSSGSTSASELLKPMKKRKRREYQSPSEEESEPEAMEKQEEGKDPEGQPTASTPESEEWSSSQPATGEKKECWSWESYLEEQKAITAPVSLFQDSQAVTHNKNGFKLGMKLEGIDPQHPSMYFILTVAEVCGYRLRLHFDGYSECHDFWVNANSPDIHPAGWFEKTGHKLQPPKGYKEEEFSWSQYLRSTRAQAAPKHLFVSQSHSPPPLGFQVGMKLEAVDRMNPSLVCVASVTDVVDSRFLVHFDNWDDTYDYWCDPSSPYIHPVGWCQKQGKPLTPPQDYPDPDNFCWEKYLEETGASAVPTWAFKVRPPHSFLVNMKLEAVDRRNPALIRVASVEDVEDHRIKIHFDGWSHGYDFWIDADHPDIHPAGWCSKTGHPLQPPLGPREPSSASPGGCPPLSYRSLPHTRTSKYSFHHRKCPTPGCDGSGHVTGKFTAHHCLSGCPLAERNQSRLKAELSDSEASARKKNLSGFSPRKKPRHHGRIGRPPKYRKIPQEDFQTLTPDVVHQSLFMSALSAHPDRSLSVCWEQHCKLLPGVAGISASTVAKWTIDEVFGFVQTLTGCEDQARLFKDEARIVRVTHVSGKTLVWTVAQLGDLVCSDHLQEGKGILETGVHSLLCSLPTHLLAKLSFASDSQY
#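 Displacement of a biotinylated histone H3(1-15) peptide monomethylated at Lys9 (75 nM) from L3MBTL1 (50 nM) was measured by AlphaScreen after a 30 min room-temperature compound incubation; cefsulodin titration served as intraplate control.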
# GAA inh: inhibitors of human lysosomal alpha-glucosidase | purified human GAA, 4-MU-alpha-glucoside fluorescence | Potency, µM (highest dose often 76.9 µM), for the others: at the top dose activity change, negative = inhibition, most hits filed as inhibitors | AID 1466 | 0.005% of 200,000 active | P10253;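 also: plate controls were uninhibited enzyme wells for no effect and no-enzyme background for full effect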
#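 Read-out is 4-methylumbelliferone fluorescence (Ex 365/Em 440 nm) after NaOH/glycine stop at pH 10. Enzyme 4 nM, substrate 400 uM, pH 5.0 citrate buffer, 20 min room temperature; AC50 from Hill-equation concentration-response.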
# RECQ1 helicase: inhibitors of human RECQ1 DNA helicase. P46063. RECQ1 DNA unwinding, red fluorescence kinetic read. Potency, µM (top dose mostly 57.3 µM), without a hit: at the top dose activity, negative = inhibition, most hits filed as inhibitors. 0.54% of 240,000 active. AID 2549;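 also: plate controls were vehicle for no effect and no enzyme for full effect; nearly all actives have a fitted effect of over 30% in size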
#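 RECQ1T1 50 nM; forked duplex (20 bp + 30-nt ss tails) 200 nM, ATP 2 mM final; pH 8.0, 2 mM MgCl2, 2.5 ug/ml poly(dI-dC); 15 min compound preincubation; discontinuous kinetic read over 2 h at RT.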
# * marks the source's active call; other numbers are inactive results; i = inactive; ? = inconclusive; nt = no result given; [ ] = another dose, or the depositor's remark. Unless noted, calls follow the shape of the dose curve; as a rule, active = well fitted curve in the direction sought with a large enough effect; inconclusive = small, poorly fitted or top-dose-only effect, or another doubt; inactive = no such curve, though single readings can be large; an effect the other way counts as inactive or inconclusive. Unless noted, % is scaled to controls: 0 for no effect and ±100 for the full control effect; potency is read from the fitted curve at half-maximal effect. An excerpt, so the mix of outcomes need not match the whole.
no.	Compound	aGlu spleen mod	TR SRC2 fluor cs	GAA glycogen mod	TRb SRC2 PPI
1	C#CCOCCOCCOCCNc1nc(N2CCN(C(=O)Cn3cc(CCCN=C(N)N)nn3)CC2)nc(N2CCN(C(=O)[C@H](C)n3cc(CCCN=C(N)N)nn3)CC2)n1	-4.1%	-2.6%	6.4%	-4.0%
2	COc1ccc(C(=O)C2CCCN(Cc3cn(C)nc3-c3ccccc3)C2)cc1F (stereo not drawn)	-4.1%	-2.3%	-1.8%	-10.2%
3	Cc1cccc(CCNC(=O)C2CCCN(S(=O)(=O)c3cnc[nH]3)C2)c1 (stereo not drawn)	0.0%	1.3%	-13.5%	-0.6%
4	NC1=NC2(CCCCC2)N(c2ccc(F)cc2)C(N)=N1	-7.2%	0.7%	-0.4%	-2.1%
5	CCCn1c(SCC(=O)Nc2sc(C)c(C)c2C#N)nnc1C(C)C	2.2%	-7.1%	9.6%	-5.6%
6	Cc1cc(F)c(F)c(C(=O)N2CCN(C)CC2)c1Cl	-7.3%	1.9%	1.8%	-2.2%
7	O=C(CCCN1C(=O)/C(=C\c2ccco2)SC1=S)Nc1cccc2ccccc12	-4.2%	0.0%	-2.1%	-5.6%
8	O=C(C1CCN(c2ncnc3c2sc2cccc(F)c23)CC1)N1CCCC1	5.1%	-0.8%	2.2%	5.2%
9	CN(Cc1cnn(C)c1)C(=O)c1cc2ccccc2oc1=O	-3.9%	0.7%	2.5%	-12.8%
10	CN1CCN(C(=S)NCCc2ccccc2)CC1	-9.5%	-1.3%	-1.1%	0.8%

no.	RGS12 GoLoco inh	L3MBTL1 inh	GAA inh	RECQ1 helicase
1	-2.8%	6.4%	10.3%	26.9%
2	12.8%	-7.3%	-4.8%	i
3	2.0%	3.6%	-13.5%	-16.9%
4	14.1%	11.4%	7.6%	-5.7%
5	nt	33.7%	?	-3.2%
6	-9.5%	3.7%	-4.5%	-4.6%
7	160.7%[activator]	?	-10.6%	-15.3%
8	7.8%	-12.6%	nt	-2.1%
9	5.3%	-0.3%	-5.4%	i
10	-2.0%	-6.4%	2.6%	-7.0%

# The list continues:
no.	Compound	aGlu spleen mod	TR SRC2 fluor cs	GAA glycogen mod	TRb SRC2 PPI
11	CCOC(=O)[C@H]1O[C@@H]1C(=O)N[C@@H](CC(C)C)C(=O)NCCC(C)C	-3.1%	0.3%	3.9%	-0.7%
12	CCO	-1.1%	-3.9%	nt	5.2%
13	COc1ccc(C2C(C(=O)NCCN(C)C)c3ccccc3C(=O)N2C)cc1OC (stereo not drawn)	-3.9%	1.1%	4.8%	1.0%
14	CCOc1ccc(N=C/C=C/c2ccccc2)c(O)c1	-5.6%	-1.0%	?	-8.7%
15	CC(=O)C1=C(O)C(=O)N(c2ccc(S(=O)(=O)Nc3nccs3)cc2)C1c1ccc([N+](=O)[O-])cc1 (stereo not drawn)	-1.6%	-1.7%	-0.8%	9.8%
16	Cc1noc(C)c1C(=O)Nc1ccc2c(c1)CCC2	-2.7%	1.5%	-8.0%	-13.2%
17	COc1ccccc1CNc1ccccc1F	-0.8%	0.4%	7.2%	5.5%
18	COCC(=O)NCCc1nc2ccccc2[nH]1	1.8%	-0.6%	-10.6%	-4.5%
19	COc1ccc(NC(=S)Nc2ccccn2)c(OC)c1	-8.4%	-3.0%	-9.1%	-7.5%
20	CCCCOc1ccc(-n2nc(C)cc2C)nn1	2.0%	1.2%	-2.2%	-7.4%

no.	RGS12 GoLoco inh	L3MBTL1 inh	GAA inh	RECQ1 helicase
11	9.8%	nt	-24.2%[15.4 µM]	-9.5%
12	-5.9%	nt	nt	1.7%
13	nt	8.4%	-12.1%	i
14	40.7%[activator]	-11.8%	nt	-6.2%
15	2.9%	nt	-4.5%	-6.7%
16	-13.2%	nt	-3.7%	2.9%
17	8.4%	34.9%[activator]	-1.1%	-0.3%
18	3.1%	12.9%	-6.3%	-1.4%
19	-0.8%	-5.3%	5.0%	-0.5%
20	2.8%	-0.1%	0.9%	?

# (list continues)
no.	Compound	aGlu spleen mod	TR SRC2 fluor cs	GAA glycogen mod	TRb SRC2 PPI
21	CCOC(=O)c1nn(-c2ccccc2)c(=O)c2c(NC(C)=O)scc12	7.8%	-1.7%	2.8%	4.1%
22	Cc1cc(=O)[nH]c(N/N=C/c2c(C)nn(-c3ccccc3)c2C)n1	-1.2%	3.2%	-5.8%	-0.3%
23	Cc1ccccc1-n1c(C)cc(/C=C(\C#N)C(=O)NCC2CCCO2)c1C (stereo not drawn)	-5.4%	1.4%	1.7%	-9.6%
24	Oc1ccc(/C=N/Nc2ccccc2)cc1	0.7%	-0.5%	?	4.5%
25	CCOC(=O)Cc1nnc(NC(=O)c2ccccc2OC)s1	9.0%	-0.7%	29.3%	-8.0%
26	Cc1nc2scc(-c3ccccc3)c2c(=O)o1	-0.4%	-0.4%	-1.6%	0.3%
27	Cc1scc(-c2n[nH]c(=S)n2Cc2ccccc2)c1C	-1.6%	-1.0%	1.5%	0.0%
28	NN=C1c2cc([N+](=O)[O-])ccc2-c2ccc([N+](=O)[O-])cc21	-1.9%	-4.9%	-1.7%	3.2%
29	CCOC(=O)C1C(=O)OC(C)(C)C1C(CC)C(=O)c1ccccc1 (stereo not drawn)	-2.7%	0.4%	6.7%	-3.7%
30	NS(=O)(=O)c1ccc(CCNC(=O)CCCCCNc2nc(=S)[nH]c3ccccc23)cc1	-3.1%	-0.8%	-6.9%	4.4%

no.	RGS12 GoLoco inh	L3MBTL1 inh	GAA inh	RECQ1 helicase
21	-0.8%	nt	-6.1%	-0.6%
22	1.5%	0.1%	-4.7%	i
23	28.6%	-5.2%	?	-1.5%
24	4.8%	-3.3%	7.9%	i
25	22.2%	-2.2%	-4.4%	17.9%
26	18.0%	-4.5%	-5.2%	-11.1%
27	3.9%	-12.3%	-1.4%	-4.2%
28	17.0%	-5.0%	-1.2%	i
29	3.1%	-11.4%	3.5%	27.9%
30	3.4%	?	-22.8%	-0.2%

# (further entries)
no.	Compound	aGlu spleen mod	TR SRC2 fluor cs	GAA glycogen mod	TRb SRC2 PPI
31	CC1(C)Cc2nc(NC3CCCCC3)c(C#N)cc2CO1	-1.7%	-1.1%	10.6%	-5.9%
32	CCOC(=O)C1=C(C)NC(=S)N(C(C)=O)C1c1ccc(OC)c(OC)c1 (stereo not drawn)	1.7%	-0.1%	-2.3%	5.0%
33	CC(C)N1CCN(Cc2ccsc2)CC1CCO (stereo not drawn)	0.1%	-1.9%	20.9%	-1.9%
34	Cc1nnc(SCc2cccc(CSc3nnc(C)s3)c2)s1	-2.6%	-5.4%	3.2%	-7.6%
35	CCC(C)NC(=O)CC(C)C (stereo not drawn)	5.9%	-2.1%	-19.1%	-8.6%
36	CCOC(=O)Cc1csc(NC(=O)CC(C)(C)C)n1	3.3%	1.5%	6.1%	-20.8%
37	Fc1ccc([C@H]2CCNCC2COc2ccc3c(c2)OCO3)cc1 (stereo partly drawn)	3.0%	-1.0%	nt	2.5%
38	CCOC(=O)N1CCC(N2CCN(CCC(C)C)C(CCO)C2)CC1 (stereo not drawn)	-1.4%	0.3%	18.4%	7.3%
39	c1cnc(N2CCN(c3ncnc4c3oc3ccccc34)CC2)nc1	3.7%	1.2%	12.7%	5.3%
40	CCOC(=O)N1CCN(c2c(NCCN3CCCCC3CC)c(=O)c2=O)CC1 (stereo not drawn)	4.3%	0.1%	13.1%	2.3%

no.	RGS12 GoLoco inh	L3MBTL1 inh	GAA inh	RECQ1 helicase
31	-0.9%	1.3%	12.5%	i
32	2.9%	-10.8%	nt	-2.9%
33	4.8%	12.3%	6.9%	-14.8%
34	-6.8%	nt	-29.8%	-11.5%
35	-3.9%	-7.5%	nt	2.3%
36	3.0%	-3.1%	-7.3%	i
37	-4.3%	nt	nt	13.8%
38	5.3%	-3.9%	-4.7%	-9.0%
39	nt	8.8%	-15.0%	-10.3%
40	-13.7%	nt	3.2%	-14.5%

# Molecules above containing a furan ring, fused or not:
no.	Compound	aGlu spleen mod	TR SRC2 fluor cs	GAA glycogen mod	TRb SRC2 PPI
7	O=C(CCCN1C(=O)/C(=C\c2ccco2)SC1=S)Nc1cccc2ccccc12	-4.2%	0.0%	-2.1%	-5.6%
39	c1cnc(N2CCN(c3ncnc4c3oc3ccccc34)CC2)nc1	3.7%	1.2%	12.7%	5.3%

no.	RGS12 GoLoco inh	L3MBTL1 inh	GAA inh	RECQ1 helicase
7	160.7%[activator]	?	-10.6%	-15.3%
39	nt	8.8%	-15.0%	-10.3%

# (more compounds)
no.	Compound	aGlu spleen mod	TR SRC2 fluor cs	GAA glycogen mod	TRb SRC2 PPI
41	O=C(NCc1cc(C(F)(F)F)cc(C(F)(F)F)c1)C1CC(c2ccccc2[N+](=O)[O-])=NO1 (stereo not drawn)	-0.6%	-1.6%	-16.3%	0.7%
42	COc1ccc(/C=N/NC(=O)CNC(=O)c2ccc(S(=O)(=O)N3CCOCC3)cc2)cc1OC	-4.1%	-1.0%	?	-1.2%
43	NC1=NC(=Nc2ccc(S(N)(=O)=O)cc2)c2ccccc21	-5.2%	-4.2%	7.0%	4.2%
44	O=C(COC(=O)CNC(=O)c1ccccc1)Nc1ccc(S(=O)(=O)N2CCCC2)cc1	-6.1%	-5.2%	-1.0%	-4.2%
45	CCc1ccc(S(=O)(=O)Nc2ccc(N3CCN(C)CC3)cc2)cc1	4.7%	-0.9%	11.6%	-4.1%
46	Cc1cccc(N2CC(c3nc4ccccc4[nH]3)CC2=O)c1 (stereo not drawn)	-16.5%	1.1%	-13.9%	-10.3%
47	O=c1c2c([nH]c3ccc(Br)cc13)CCCC2	1.2%	1.1%	7.2%	-1.1%

no.	RGS12 GoLoco inh	L3MBTL1 inh	GAA inh	RECQ1 helicase
41	4.8%	-3.8%	-17.0%	-4.7%
42	0.2%	7.4%	?	-11.1%
43	5.3%	-4.0%	nt	i
44	5.1%	2.6%	-1.7%	i
45	-5.6%	-17.1%	-4.1%	i
46	0.9%	4.4%	-0.9%	-0.2%
47	-3.3%	9.4%	-6.2%	0.4%

# Screens: PubChem BioAssay, National Center for Advancing Translational Sciences (NCATS)
